Assay outcomes deposited in PubChem by National Center for Advancing Translational Sciences (NCATS).
ERG Ets-DNA blk = qHTS for Small Molecule Inhibitors of the ERG Ets/DNA interaction; Transcriptional regulator ERG (Homo sapiens), P11308; fluorescence polarization, His-ERG Ets domain / labelled DNA; Potency, µM (series often up to 76.9 µM), for the others: top-dose FP activity, negative = inhibition, actives largely listed as inhibitors; 0.028% of 370,000 active; AID 624246, 2012; active = well fitted inhibition curve with a large enough effect in the polarisation, with a control signal flat; inconclusive = small, poorly fitted or top-dose-only effect, or effect the other way, or a change in a side signal; inactive = no such curve, though single readings can be large or run the other way; the % refers to the polarisation;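 note: polarization taken with two DNA probes labelled with fluorescein and Texas red; potency is the fitted concentration of half-maximal effect; % of control where 0% means no effect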
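His-tagged ERG Ets domain (1 uM in the protein solution; 300mM KCl, 50mM Tris-HCl, 1mM EDTA, 1mM DTT, pH 7.5) received compound, then a probe mix of 5 nM fluorescein-DNA and 100nM Texas-615-DNA. Fluorescence polarization was read for both dyes.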
12-LOX inh = Primary qHTS assay for inhibitors of human arachidonate 12S-lipoxygenase (ALOX12): Round 2; 1.1% of 580,000 active; purified 12hLO, xylenol orange hydroperoxide absorbance; AID 1671190, 2021; Polyunsaturated fatty acid lipoxygenase ALOX12 (Homo sapiens), P18054; Potency, µM (doses to about 108 µM), inactives show top-dose activity change, negative = inhibition, actives largely listed as inhibitors; note: potency is the fitted concentration of half-maximal effect; % is set by controls: 0 for no effect and ±100 for the full control effect
Target sequence (P18054 whole entry, looked up): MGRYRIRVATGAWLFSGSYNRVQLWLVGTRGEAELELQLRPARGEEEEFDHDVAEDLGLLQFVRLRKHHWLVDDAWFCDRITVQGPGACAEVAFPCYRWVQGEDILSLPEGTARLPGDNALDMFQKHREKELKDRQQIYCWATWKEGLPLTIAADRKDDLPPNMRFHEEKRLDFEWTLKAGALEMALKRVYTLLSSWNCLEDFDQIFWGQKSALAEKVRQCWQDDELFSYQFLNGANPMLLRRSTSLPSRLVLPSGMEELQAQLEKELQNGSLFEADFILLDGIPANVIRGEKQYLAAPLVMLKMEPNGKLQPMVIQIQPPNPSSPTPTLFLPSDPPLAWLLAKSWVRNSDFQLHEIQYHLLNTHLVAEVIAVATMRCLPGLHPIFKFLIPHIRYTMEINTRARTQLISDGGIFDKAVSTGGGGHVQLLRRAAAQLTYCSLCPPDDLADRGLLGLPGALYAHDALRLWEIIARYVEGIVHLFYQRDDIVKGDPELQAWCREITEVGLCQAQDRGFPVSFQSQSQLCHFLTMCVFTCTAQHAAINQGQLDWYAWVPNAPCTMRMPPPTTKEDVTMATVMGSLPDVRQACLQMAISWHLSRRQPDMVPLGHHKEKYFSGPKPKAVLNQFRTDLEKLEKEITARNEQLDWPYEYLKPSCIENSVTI
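Purified human 12hLO (150 nM final) in 25 mM Hepes, 0.01% Triton X-100, pH 7.0 was preincubated 15 min at room temperature with compound. Then 40 uM arachidonic acid was added, 30 min. Hydroperoxide was read by Fe-XO absorbance ratio 573/405 nm.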
POLH inh = qHTS for Inhibitors of Polymerase Eta; DNA polymerase eta (Homo sapiens), Q9Y253; recombinant Pol eta, fluorescent DNA replication assay; Potency, µM (series often up to 114 µM), for inactives: at the highest dose activity change, negative = inhibition, usual class: inhibitors; 1.2% of 390,000 active; AID 588591, 2011; note: potency is the fitted concentration of half-maximal effect; % is set by controls: 0 for no effect and ±100 for the full control effect
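Pol eta at 10 nM preincubated with compounds 15 min at room temperature; reaction started with fluorescent substrate (50 nM final) and read kinetically at 0 and 10 min.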
POLB inh = qHTS Assay for Inhibitors of DNA Polymerase Beta. P06746. Pol beta primer extension/strand displacement, fluorescence kinetic. Potency, µM (titrated, usually from 114 µM), inactives show at the top dose activity change, negative = inhibition, hits mostly inhibitors. 1.3% of 340,000 active; note: potency is the fitted concentration of half-maximal effect; % is set by controls: 0 for no effect and ±100 for the full control effect
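Reaction started by 50 nM substrate onto compound-treated Pol beta (10 nM, 15 min preincubation, room temperature); plates read at 0 min and 10 min. Normalized concentration-effect data fitted by four-parameter Hill equation.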
RGS4 inhibitor = Inhibitors of Regulator of G Protein Signaling (RGS) 4: qHTS; Potency, µM (top dose mostly 114 µM), inactives show at the highest dose activity change, negative = inhibition, usual class: inhibitors; 0.039% of 390,000 active; AID 504845, 2011; Regulator of G-protein signaling 4 (Homo sapiens), P49798; Transcreener GDP fluorescence polarization, RGS4-accelerated GTP hydrolysis; note: potency is the fitted concentration of half-maximal effect; % is set by controls: 0 for no effect and ±100 for the full control effect; nearly all actives have a fitted effect of over 75% in size; some results filed as inactive show a strong effect at the top dose
Target sequence (P49798 whole entry, looked up): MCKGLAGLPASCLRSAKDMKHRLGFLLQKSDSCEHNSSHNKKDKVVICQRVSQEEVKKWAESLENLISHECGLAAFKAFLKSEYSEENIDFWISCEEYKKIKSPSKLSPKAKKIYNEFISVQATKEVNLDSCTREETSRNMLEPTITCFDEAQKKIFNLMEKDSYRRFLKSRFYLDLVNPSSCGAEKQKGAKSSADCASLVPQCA
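MLSMR compounds (23 nl, pin-transferred) preincubated 10 min at room temperature with a 500nM (2x) first reagent, then RGS4 at 900nM (2x) plus Transcreener GDP mix added; fluorescence polarization (620/688 nm) read before and after 90 min at 30 °C.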
APE1 inh = qHTS Assay for Inhibitors of the Human Apurinic/apyrimidinic Endonuclease 1 (APE1); DNA repair nuclease/redox regulator APEX1 (Homo sapiens), P27695; recombinant APE1, TAMRA/BHQ-2 abasic DNA cleavage fluorescence; Potency, µM (series often up to 65.8 µM), for inactives: top-dose activity change, negative = inhibition, hits mostly inhibitors; 0.35% of 350,000 active; AID 2517, 2012;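 note: potency is the fitted concentration of half-maximal effect; plate controls were vehicle for no effect and reference inhibitor for full effect; nearly all actives have a fitted effect of over 55% in size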
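Readout is kinetic fluorescence (ex 525, em 598 nm) from cleavage of 50 nM TAMRA/BHQ-2 THF abasic duplex by 0.75 nM APE1, compound added 15 min beforehand at RT.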
POLK inh = qHTS for Inhibitors of Polymerase Kappa | purified Pol kappa, fluorescent DNA synthesis assay, 10 min | Potency, µM (titrated, usually from 107 µM), for inactives: at the highest dose activity, negative = inhibition, hits mostly inhibitors | 0.53% of 400,000 active; note: potency is the fitted concentration of half-maximal effect; % is set by controls: 0 for no effect and ±100 for the full control effect
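Kinetic fluorescence screen: compound preincubated 15 min RT with 10 nM enzyme; 50 nM substrate (final) initiates; reads at 0/10 min.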
LDHA block = qHTS assay for inhibitors of human lactate dehydrogenase | purified LDHA, NADH/diaphorase-resazurin fluorescence; hits give low values | L-lactate dehydrogenase A chain (Homo sapiens), P00338 | AID 1347041, 2019 | activity change, % (values are at about 110 or 230 µM) | 0.15% of 480,000 active; in the data active = activity change below about -30%; inconclusive = mostly about -25% to -30%;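 note: plate controls were DMSO wells for no effect and wells without enzyme for full effect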
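Resorufin fluorescence (ex540/em590), read at 0 and 20 min after diaphorase/resazurin addition, reports the NADH left after a 5 min room-temperature reaction of 2 nM human LDH5 with 0.06 mM NADH and 0.2 mM pyruvate.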
Apoferritin bind = qHTS Assay for Identification of Novel General Anesthetics. Ferritin light chain (Equus caballus), P02791. apoferritin/1-aminoanthracene competitive binding, fluorescence. Potency, µM (top dose mostly 77.5 µM), without a hit: at the top dose activity change, negative = displacement, actives largely listed as inhibitors. 0.074% of 350,000 active; note: potency is the fitted concentration of half-maximal effect; % is set by controls: 0 for no effect and ±100 for the full control effect; nearly all actives have a fitted effect of over 20% in size
Target sequence (P02791 2-175 limits assumed): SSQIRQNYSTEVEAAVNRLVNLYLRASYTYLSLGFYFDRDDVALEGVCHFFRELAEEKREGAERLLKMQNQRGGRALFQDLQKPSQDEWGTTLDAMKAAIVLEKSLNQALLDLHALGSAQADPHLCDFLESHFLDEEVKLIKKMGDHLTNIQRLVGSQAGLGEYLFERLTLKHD
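Horse-spleen apoferritin (10 uM) was mixed with 50% saturated 1-aminoanthracene in PBS, exposed to compounds for 10 min at room temperature, and read for fluorescence (ex 380 nm, em 535 nm). Competitive displacement was fitted with a four-parameter Hill equation.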
Numbers without * were called inactive; ? = inconclusive; · = no result given; & = joins results of further samples; [ ] = dose if it differs, or a comment. Unless noted, calls come from the whole dose curve; as a rule, active = well fitted curve in the direction sought with a large enough effect; inconclusive = small, poorly fitted or top-dose-only effect, or another doubt; inactive = no such curve, though single readings can be large; an effect the other way counts as inactive or inconclusive. Only part of the results is shown; the hit share may differ from the screen's.

SMILES	ERG Ets-DNA blk	12-LOX inh	POLH inh	POLB inh	RGS4 inhibitor	APE1 inh	POLK inh	LDHA block	Apoferritin bind
NS(=O)(=O)c1ccc(CCNCC(=O)NC2CC2)cc1	9.3%	0.0%	-14.2%	22.6%	0.5%	2.5%	1.1%	-14.5	1.4%
COc1ccc(C)cc1C(=O)CCC(=O)NC1CCCCC1	-7.2%	22.7%	-0.3%	14.9%	-9.9%	0.5%	0.0%	-1.0	-14.0%
O=C(c1ccco1)N1CCN(Cc2csc(-c3ccccc3Cl)n2)CC1	3.5%	?	-18.0%	-0.7%	?	52.3%	-3.3%	-2.3	-21.8%
O=C(COc1ccccc1)N1CCNC1=O	1.8%	-24.9%	-8.6%	-28.6%	-13.3%	-1.4%	9.3%	-4.0	-4.7%
CN(C)CCN(Cc1cc2cc3c(cc2nc1Cl)OCO3)C(=O)c1ccco1	4.4%	-16.8%	-10.1%	81.7%	9.5%	0.5%	-2.8%	-3.0	-2.3%
CN(C)CCN(C(=O)c1ccco1)c1nc2cc3c(cc2s1)OCCO3	-1.8%	-0.4%	-24.5%	-10.6%	17.6%	-2.6%	-2.8%	-0.8	-7.7%
CCOc1cccc(CC(=O)N2CCc3c([nH]c4ccccc34)C2c2ccc(C)cc2)c1OCC (centres undefined)	5.8%	0.0%	-17.0%	5.7%	1.5%	·	-2.6%[60.1 µM]	-1.8	-9.1%
O=C1NC2(Nc3ccccc31)C(=O)Nc1ccccc12 (centres undefined)	0.1%	1.5%	?	10.8%	-3.2%	2.8%	-13.5%	1.5	29.7%
COCCC(=O)N1CCC(Oc2ccc(C(=O)N3CCC[C@H]3CO)cc2)CC1	-13.0%	-7.4%	-9.5%	16.1%	-18.0%	51.1%[activator]	-0.5%	-1.0	-1.0%
FC(F)(F)c1ccc(CN2C[C@@H]3C(c4ccc(Cl)nc4)C4(c5cccnc5)CC3(C4)[C@H]2c2ccccc2)cc1 (some centres undefined)	5.7%	-9.5%	-24.4%	-19.0%	-18.6%	-2.1%&-2.0%	2.1%	1.9	-9.0%&-22.4%
CC(=O)c1ncnn1CC(=O)c1ccc(Cl)cc1Cl	1.0%	-15.5%	-10.7%	29.7%	-7.7%	0.4%	12.8%	-2.4	?
Cc1nc(N2CCCCC2C)c2c(C)c(C(=O)Nc3ccccc3C(F)(F)F)sc2n1 (centres undefined)	-4.9%	-25.8%	-16.7%	22.2%	-17.0%	9.3%	5.6%	1.0	-15.6%
COc1ccccc1OCC(=O)NCC1(N2CCOCC2)CCCCC1	-0.6%	3.1%	-15.9%	-0.3%	9.5%	·	-22.4%	-4.1	-0.2%
CCC(=O)Nc1nc2ccccc2n1CCN1CCOCC1	-1.1%	?	-11.5%	2.9%	5.8%	-2.9%	-2.5%	-2.6	-8.9%
CCc1cccc(C)c1NC(=O)C(c1ccccc1)N1CCC1=O (centres undefined)	5.8%	0.0%	-12.7%	14.6%	-25.4%	-2.8%	7.2%	4.5	-4.8%
CN(C)c1ccc(C(CC(=O)O)C(=O)O)cc1 (centres undefined)	-3.8%	-22.0%	-3.5%	4.7%	14.8%	-1.0%	-28.9%	4.8	-5.7%
Cc1cc(C)cc(Oc2ccc(C(F)(F)F)cc2C#N)c1	-16.5%	0.0%	-14.3%	1.9%	12.2%	3.4%	-10.6%	0.8	-21.2%
Cc1cc(NC(=O)CSCc2ccc([N+](=O)[O-])cc2)no1	-7.5%	-0.2%	-17.0%	-0.2%	7.3%	1.0%	12.6%	-10.2	-8.7%
CCC(C)[C@H]1CNC(=S)N1CCC12CC3CC(CC(C3)C1)C2 (some centres undefined)	-6.8%	?	-14.8%	28.4%	-9.0%	?	-3.0%	0.0	5.2%
COc1ccc(CNC(=O)C(C#N)c2nc3ccccc3nc2N2CCN(C)CC2)cc1 (centres undefined)	-3.0%	-24.6%	-0.2%	-1.1%	8.3%	1.4%	5.6%	-6.6	-23.7%

Look-ups from the results shown.
In RGS4 inhibitor, O=C1NC2(Nc3ccccc31)C(=O)Nc1ccccc12 (centres undefined) has -3.2%
In LDHA block, COc1ccc(C)cc1C(=O)CCC(=O)NC1CCCCC1 has -1.0

The results go on.
SMILES	ERG Ets-DNA blk	12-LOX inh	POLH inh	POLB inh	RGS4 inhibitor	APE1 inh	POLK inh	LDHA block	Apoferritin bind
Fc1ccc(Nc2ncnc3sccc23)cc1	0.3%	-9.5%	-4.4%	11.3%	-5.1%	39.4%[12.4 µM]	-16.7%	-8.5	-6.1%
CC(NC(=O)CSc1nc(-c2cccc(Cl)c2)nc2cc(=O)[nH]n12)c1nc2ccccc2n1C (centres undefined)	-2.2%	-16.7%	0.9%	?	-4.8%	·	-8.7%	-3.9	-0.1%
Cc1ccc(C)c(S(=O)(=O)N2CC(=O)N(CCc3ccccc3)C(=O)C2)c1	?	12.1%	-18.2%	-0.7%	-15.9%	-0.8%	-2.7%	-0.6	44.8%
CC(=O)NCCSC(=O)c1ccc(F)cc1	3.3%	-4.3%	-5.7%	3.0%	-5.2%	-0.6%	3.4%	-10.6	6.4%
CC(C)C(=O)Nc1ccc(S(=O)(=O)N2CCC(c3nc4ccccc4[nH]3)CC2)cc1	7.9%	1.9%	-12.2%	·	-9.8%	34.0%	-2.5%	-1.1	·
CCCC(CCC)C(=O)Nc1ccncc1	-12.3%	-0.1%	-5.1%	-0.2%	-17.5%	2.7%	-2.1%	-4.0	-1.4%
COc1ccc(C2CC(c3cccs3)=NN2C(=O)CSC2=NCCS2)cc1 (centres undefined)	12.3%	-1.2%	-10.6%	-14.4%	-15.4%	25.0%	-5.7%	1.0	29.1%
C=C(C)CC(c1ccccc1)N(C(C)=O)c1ccco1 (centres undefined)	-7.4%	3.5%	0.3%	0.5%	20.2%	-1.2%	-4.2%	-7.7	-8.7%
COc1cccc(C(=O)N(CN2CCCC2=O)c2ccccc2OC)c1	8.6%	-3.5%	4.2%	15.0%	-14.4%	-0.1%	-14.1%	-7.0	-6.6%
CCC(=O)N1c2ccccc2CC1C(=O)NCCCN1CCN(c2ccccc2)CC1 (centres undefined)	2.1%	6.5%	-19.2%	10.4%	-2.8%	·	-3.0%[60.1 µM]	-2.2	-9.9%
CCC(=O)N1CCc2cc(Br)cc(S(=O)(=O)CCC(=O)NCCOC)c21	4.0%	0.0%	2.6%	-1.0%	14.6%	1.5%	-5.5%	1.6	-11.1%
CC1=C(C(=O)OCc2ccccc2)C(c2cccs2)NC(=O)N1CCCC(=O)O (centres undefined)	0.6%	-3.2%	-5.2%	?	11.0%	?	-6.8%	-12.7	13.2%
CN(C)CCN(Cc1ccco1)C(=O)c1cc2c(Cl)nc3ccccc3c2s1	2.1%	-25.5%	?	-3.7%	-1.8%[11.4 µM]	-6.3%	-7.0%	-3.7	-11.6%
CC(C)COc1ccc(C(=O)Nc2ccccc2[N+](=O)[O-])cc1	1.4%	-13.9%	?	13.5%	20.9%	7.5%	-11.8%	-0.1	-5.5%
CC(=O)N1CCCc2cc(S(=O)(=O)N3CCC(C(=O)NCCC(C)C)CC3)ccc21	1.2%	-12.2%	-15.8%	20.8%	0.5%	·	-1.7%[60.1 µM]	-7.9	-0.3%
Cc1ccc(NC(=O)C(C)Sc2nnc(C3CC3)n2C2CC2)cc1S(=O)(=O)N1CCOCC1 (centres undefined)	-10.0%	-1.9%	-16.6%	·	-1.1%	17.6%	7.9%	-0.5	·
COC(=O)c1ccccc1Oc1c(F)c(F)nc(N2CCOCC2)c1F	·	-10.4%	4.6%	13.4%	-4.7%	-5.9%	-7.8%	-10.6	?
CCCOc1ccc(N2C(=O)CC(NCc3cccs3)C2=O)cc1 (centres undefined)	4.6%	-4.6%	-8.3%	10.3%	-9.9%	8.5%	-3.6%	-7.4	-8.3%
N=C1S/C(=C\c2ccc(O)cc2)C(=O)N1c1ccc(F)cc1	6.2%	·	?	?	-5.2%	-8.0%	-42.2%	-14.5	-3.8%
CCOC(=O)C1CCN(C(=O)CN(c2ccc(Cl)c(C(F)(F)F)c2)S(C)(=O)=O)CC1	-3.6%	406.6%[activator]	-9.4%	17.5%	-22.6%	-4.5%	-22.2%	-3.9	-11.9%
O=Cc1c(SCCO)nc2ccccn2c1=O	5.7%	0.0%	-20.4%	23.5%	-9.3%[11.4 µM]	2.0%	-11.6%	-1.2	1.5%
CC(=O)Nc1ccc(CN2CCCC(CO)(Cc3cccc(Cl)c3)C2)cc1 (centres undefined)	-4.7%	-10.8%	-12.6%	0.3%	7.1%	1.6%	0.0%	-5.6	-6.6%
CC(=O)c1cccc(NC(=O)N2CCCc3ccccc32)c1	-3.3%	-5.6%	-3.7%	2.8%	21.2%	-2.2%	-16.2%	16.5	-18.9%
